# PrPC surface inh: cell surface PrPC inhibition, primary TR-FRET screen | P04156 | TR-FRET read-out | inhibition, % at 13.8 µM | 0.43% of 370,000 active | AID 720596; in the data active = inhibition above about 24%; also: 0% = median of the test wells and 100% = reference compound wells
# Mtb BioA inh: BioA (M. tuberculosis) enzyme inhibition | AID 602481 | 0.096% of 360,000 active | purified M. tuberculosis BioA enzyme, plate reader | inhibition, % at 9.99 µM; in the data active = inhibition above about 40%; inconclusive = no clear call, values can overlap the other calls
# Mtb FBA inh: inhibits M. tuberculosis FBA enzyme | purified M. tuberculosis FBA, fluorescence read-out | inhibition, % at 1 µM | 2.3% of 360,000 active | AID 588726; in the data active = inhibition above about 27%;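 also: 0% = vehicle and 100% = reference inhibitor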
# Target sequence (P9WQA3 whole entry, looked up): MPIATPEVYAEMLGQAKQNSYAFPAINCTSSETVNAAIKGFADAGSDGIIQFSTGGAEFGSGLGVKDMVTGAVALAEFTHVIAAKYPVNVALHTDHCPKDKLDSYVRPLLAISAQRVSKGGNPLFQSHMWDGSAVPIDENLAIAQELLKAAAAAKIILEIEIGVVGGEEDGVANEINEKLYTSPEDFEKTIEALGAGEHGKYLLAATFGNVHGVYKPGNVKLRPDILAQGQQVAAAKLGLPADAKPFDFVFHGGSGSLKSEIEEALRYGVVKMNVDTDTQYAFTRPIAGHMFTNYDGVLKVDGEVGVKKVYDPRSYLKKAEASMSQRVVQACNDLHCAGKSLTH
# BoNT F protease: inhibitors of Botulinum neurotoxin F light chain protease | Multiplex microsphere protease cleavage assay, flow cytometry | inhibition, % at 10 µM | 0.22% of 360,000 active; in the data active = inhibition above about 35%, passing the limit was not always enough; inconclusive = no clear call, values can overlap the other calls; also: plate controls were buffer without enzyme for full effect and enzyme alone for no effect
# UGM FP inh: inhibitors of M. tuberculosis UDP-galactopyranose mutase. inhibition, % at 10 µM. purified UGM, fluorescence polarization probe displacement. AID 504406. 0.06% of 320,000 active; in the data active = inhibition above about 10%, passing the limit was not always enough; inconclusive = no clear call, values can overlap the other calls
# Target sequence (P9WIQ1 whole entry, looked up): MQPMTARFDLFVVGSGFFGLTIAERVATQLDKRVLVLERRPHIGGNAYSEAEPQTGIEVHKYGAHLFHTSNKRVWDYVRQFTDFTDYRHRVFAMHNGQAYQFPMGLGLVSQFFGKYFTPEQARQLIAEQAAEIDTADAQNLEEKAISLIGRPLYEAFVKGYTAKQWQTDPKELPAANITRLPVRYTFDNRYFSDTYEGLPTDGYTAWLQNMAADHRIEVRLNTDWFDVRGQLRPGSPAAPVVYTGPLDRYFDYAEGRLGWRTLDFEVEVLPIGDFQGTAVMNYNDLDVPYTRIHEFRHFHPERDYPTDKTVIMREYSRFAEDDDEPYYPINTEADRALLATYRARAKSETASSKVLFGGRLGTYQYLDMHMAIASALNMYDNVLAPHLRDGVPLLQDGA
# CCHF vOTU inh: blocks the CCHF virus ovarian tumor domain protease; CCHFV vOTU protease, Pep-AMC fluorescence; 0.55% of 370,000 active; inhibition, % at 11.5 µM; AID 651958; also: 0% = vehicle wells with enzyme and 100% = no enzyme wells
# FadD28 FP inh: blocks FadD28 binding to the bisubstrate probe | inhibition, % at 12.5 µM | fluorescence polarization | 0.22% of 360,000 active | AID 588549; in the data active = inhibition above about 8.5%, passing the limit was not always enough; inconclusive = no clear call, values can overlap the other calls
# BoNT A protease: inhibitors of Botulinum neurotoxin A light chain protease; multiplex microsphere protease substrate cleavage, flow cytometry; inhibition, % at 10 µM; 0.17% of 360,000 active; AID 588499; in the data active = inhibition above about 30%; inconclusive = no clear call, values can overlap the other calls; also: plate controls were buffer without enzyme for full effect and enzyme alone for no effect
# GDH-TPI inh: counter-screen for M. tuberculosis FBA inhibitors: GDH-TPI coupled enzymes. inhibition, % at 4.8 µM. GDH-TPI coupled enzyme counterscreen, NADH absorbance. 1.2% of 360,000 active. AID 588335;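 also: 0% = DMSO wells and 100% = wells lacking the enzyme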
# * hit, by the source's call; ? = inconclusive; / = no result given. Rule as the data show it, unless noted: active = inhibition above about 30%; inactive = the rest.
cpd	canonical_smiles	PrPC surface inh	Mtb BioA inh	Mtb FBA inh	BoNT F protease	UGM FP inh	CCHF vOTU inh	FadD28 FP inh	BoNT A protease	GDH-TPI inh
1	CCOc1ccc(NC(=O)C2CCCN2C(=O)Oc2ccccc2)cc1 (stereo not drawn)	3	-1.5	1	0	-1.5	5	-3.0	-1.2	-14
2	Cn1ncc(Cl)c1C(=O)N1CCN(S(=O)(=O)c2ccc(F)cc2)CC1	5	0.6	-1	3	0.4	13	-3.2	3.9	-1
3	Cc1cc(C(F)(F)F)n(-c2ccc(N)cc2)n1	-4	/	2	1	0.1	-13	-2.2	0.1	4
4	NC(=O)c1ccccc1NC(=O)CCCN1C(=O)CCC1=O	-7	-3.5	6	-4	3.8	2	-0.3	-0.5	8
5	O=C(CCC(=O)N1CCN(S(=O)(=O)c2ccc(Cl)cc2)CC1)Nc1ccc2ccccc2c1	7	-3.8	4	-6	0.4	7	-0.5	0.8	10
6	Cc1ccc(NC(=O)c2ccc(Cl)c(S(=O)(=O)N3CCCCCC3)c2)nc1	2	/	4	9	-0.7	-4	-1.6	-2.4	5
7	COc1ccc(NC(=O)Nc2ccon2)c(OC)c1	2	/	-2	-3	-0.5	6	-2.8	-1.0	-5
8	Cc1c(C)n(C)c2ccc(C(=O)NCc3cccs3)cc12	-15	0.4	4	4	-2.3	12	12*	0.7	2
9	CC1=NN(C(=O)c2ccccc2Br)C(O)(c2cccnc2)C1 (stereo not drawn)	0	-2.5	-1	7	2.0	5	-3.0	0.4	-4
10	COC(=O)c1cc2c(cc1Cl)N1CCCCCC1=NS2(=O)=O	-1	/	4	-3	-1.4	-4	-3.9	-0.3	-2
11	CC(=O)c1cccc(NC(=O)CSc2nnnn2C2CCCC2)c1	-1	0.1	0	-7	/	6	-0.1	0.4	-1
12	Cn1c(=O)n(CC(N)=O)c2ccccc21	3	0.4	4	-2	6.1	-9	-0.9	-0.2	3
13	CCC(Oc1ccc(C)c(C)c1)C(=O)N1CCCN(C)CC1 (stereo not drawn)	-3	2.2	0	1	-1.3	2	-3.4	0.5	8
14	CNC(=O)N/N=C(\N)c1ccccn1	-6	-0.2	-1	?	-0.4	-6	-0.4	-0.2	-3
15	CCN(CC)S(=O)(=O)c1cccc(NC(=O)COC(=O)CCc2nc3ccccc3s2)c1	/	1.2	-2	-12	-8.1	/	2.6	0.0	-7
16	CC(=O)Nc1cccc(NC(=O)CSc2nc(=O)n(CCN3CCOCC3)c3c2CCC3)c1	2	1.7	3	?	-1.1	-1	-0.4	?	7
17	Cc1cccc(-n2ccnc2SCC(=O)Nc2cccc(S(=O)(=O)NC3=NCCC3)c2)c1C	3	0.5	-2	-8	/	-9	-1.4	-1.2	-1
18	CC(C)C(CO)NC(=O)CC(=O)NC(CO)C(C)C (stereo not drawn)	-3	-1.1	-2	6	1.8	5	-0.9	1.7	12
19	Nc1ccccc1-c1nnc(-c2ccccc2N)n1N	5	/	-2	-9	3.1	29	-3.0	-1.9	-8
20	Cc1cc2nc(CO)[nH]c2cc1C	-2	-0.7	5	0	-4.9	-4	-1.4	1.2	3
21	COc1ccccc1N1CCN(c2nccc(C)n2)CC1	4	-0.4	1	-5	1.2	-5	-2.2	0.3	7
22	CCOC(CNC(=O)c1cccn2c(=O)c3c(C)c(C)sc3nc12)OCC	-2	-1.0	5	2	2.2	2	2.2	1.9	22
23	CC(=O)c1sc(NC(=O)c2cccc(C)c2)nc1C	-7	/	0	1	2.4	11	-7.6	-0.3	11
24	Cc1ccc(S(=O)(=O)N2CC(O)C[C@H]2C(=O)OCC(=O)Nc2ccc(N3CCOCC3)cc2)cc1C (stereo partly drawn)	1	0.2	1	-7	/	-13	-1.0	1.3	8
25	Cc1cc(NC(=O)CSCC(=O)Nc2nc3c(C)cccc3s2)no1	-3	-1.7	0	2	0.2	2	0.5	4.5	0
26	CCN(CC)C(=O)COc1cc(C)cc2oc(=O)c3c(c12)CCCC3	-5	2.7	81*	/	4.1	-4	-3.0	/	13
27	C=CCOn1c(-n2nc(C)cc2C)nc2ccccc2c1=O	5	-0.1	-2	-17	-0.6	2	0.1	-5.7	-7
28	COC(=O)CNC(=O)C1CCCN1C(=O)CNC(=O)OCc1ccccc1 (stereo not drawn)	0	/	2	?	-0.3	9	-2.2	-11	6
29	CN(CC(=O)Nc1ccc(C#N)cc1)Cc1ccc(Cl)cc1Cl	7	1.9	0	-1	-0.5	11	-3.7	-0.9	15
30	Cc1cccc(-n2nc3c(c2NC(=O)C2CC2)CS(=O)(=O)C3)c1C	-1	-1.3	2	-1	-0.3	11	-0.6	1.9	-3

cpd	canonical_smiles	PrPC surface inh	Mtb BioA inh	Mtb FBA inh	BoNT F protease	UGM FP inh	CCHF vOTU inh	FadD28 FP inh	BoNT A protease	GDH-TPI inh
31	CC(C)n1c(=S)[nH]c2ccccc2c1=O	-1	0.5	-1	-16	-0.7	-26	-2.7	-1.4	0
32	COc1ccc(CC(NC(C)=O)C(=O)NC2CCN(c3nc(C)cc(C)c3C#N)CC2)c(OC)c1 (stereo not drawn)	-4	-0.4	25	2	-2.5	1	-2.8	1.1	7
33	Cc1ccc(S(=O)(=O)Nc2cccc(-c3ccc4nnc(C)n4n3)c2)s1	1	-1.1	-1	3	1.1	1	-4.9	0.5	10
34	Cc1cccc(NC(=O)c2cccc(OC(=S)N3CCOCC3)c2)c1C	5	-0.8	1	2	1.7	7	1.5	0.2	2
35	Cc1ccc(S(=O)(=O)N2CCOCC2)cc1NC(=O)COc1ccccc1Cc1ccccc1	16	-0.4	-2	2	2.6	-3	-11	-0.1	-7
36	Cc1ccc(Cn2c(=O)c3ccccc3n3c(SCC(=O)N4CCCCC4C)nnc23)cc1 (stereo not drawn)	6	/	5	2	2.0	-9	-0.2	?	-2
37	CCCSC1=N/C(=C\c2ccc3c(c2)OCO3)C(=O)S1	7	/	2	-3	7.9	-5	0.6	-0.6	2
38	COc1ccc(C(=O)Nc2c(Cl)cc(Cl)cc2C(=O)NCCN2CCOCC2)cc1	0	0.2	-1	-2	0.5	-7	0.8	?	2
39	O=C(CSc1n[nH]c(-c2ccccc2O)n1)NC1CCCCC1	9	/	2	5	0.5	-14	-0.5	0.8	5
40	CC1=NOC(=O)/C1=C/c1ccc(O)c(Cl)c1	11	-2.0	-3	2	1.5	6	0.4	-2.1	18
41	Cc1ccc(/C=N/N2CCN(C3c4ccccc4-c4ccccc43)CC2)s1	-1	/	0	0	-0.7	-5	-0.8	0.1	1
42	COc1ccc(OC)c(-c2csc(N(CC3CCCO3)C(=O)Cc3ccccc3)n2)c1 (stereo not drawn)	-3	/	2	-4	0.4	9	-1.2	-2.2	2
43	CC1=NN(C(=O)CSCc2ccccc2)C(O)(c2ccc(Cl)cc2)C1 (stereo not drawn)	-1	/	5	-10	0.4	11	-2.0	-0.9	-4
44	COc1ccc([C@H]2CC(=O)c3c(O)cc(O)cc3O2)cc1O	-7	/	-3	?	0.6	4	-6.2	?	14
45	CC(/C=N/NC(=O)CN1CCN(Cc2ccc(Cl)cc2)CC1)=C\c1ccco1	-3	/	-1	9	-3.7	14	-2.9	1.6	30
46	O=C(COc1ccc(Cl)cc1[N+](=O)[O-])N/N=C/c1cccs1	8	3.8	2	-4	1.1	3	-0.4	-0.1	6
47	CCOC(=O)N1CCN=C1SCc1ccc(Cl)c(Cl)c1	-1	0.3	0	-7	2.5	8	-3.3	-3.5	9
48	CC(C)OC(=O)c1cccnc1SCc1cc(=O)n2ccccc2n1	-8	-0.8	3	-5	-1.4	4	-0.9	-2.2	20
49	O=C(CCC(=O)N1CCOc2ccccc21)NCCc1ccccc1	-1	-0.3	1	5	-0.8	4	-0.6	-0.1	0
50	CC(OC(=O)c1ccc(-n2cnnn2)cc1)C(=O)N(C)c1ccccc1 (stereo not drawn)	-3	3.7	-1	7	/	-12	-1.3	3.6	0
51	Oc1ccc(-c2c(-c3ccsc3)sc3ccccc23)cc1	-1	-1.9	1	-2	0.8	14	-8.2	0.0	4
52	CC(C)=CCN1CCN(Cc2cn(C(C)C)c3ccccc23)CC1CCO (stereo not drawn)	0	-0.6	-1	-13	-1.0	16	-2.9	0.6	3
53	NC(=O)C1CCN(c2nc(-c3ccc(F)cc3)cs2)CC1	1	0.3	2	-6	0.9	-8	-0.7	-0.7	-1
54	CCOC(=O)c1ccc2c(c1)N(CC#N)C(=O)C(C)(C)O2	1	-0.3	1	2	-0.5	-13	-5.3	-1.0	-10
55	Cc1cc(C(C)(C)C)cc(C)c1S(=O)(=O)N1CCN(C(=O)c2cc([N+](=O)[O-])c[nH]c2=O)CC1	-3	4.2	2	-3	1.1	22	-0.5	-1.2	16
56	COc1cc2c(cc1NC(=O)c1cccnc1)CCCC2	-13	56*	0	12	1.4	5	-0.1	1.0	15
57	O=C(CN1C2=NCCCN2c2ccccc21)c1cccs1	-4	-0.1	1	-1	-4.1	16	-1.9	0.2	9
58	O=[N+]([O-])c1cc([N+](=O)[O-])c(Oc2ccc(Br)cc2Br)cc1NN1CCCCC1	-2	0.5	3	0	3.6	-3	-0.5	-0.1	-7
59	Cc1ccccc1/C=C1\Oc2ccccc2C1=O	-5	-0.9	0	-1	1.1	10	-0.1	0.9	6
60	Cc1cc(NC(=O)c2ocnc2C)no1	5	-1.0	2	12	0.4	0	-0.2	1.2	10

61: N#Cc1ccc(Cn2c(-c3ccc(F)cc3)noc2=O)cc1
62: COc1cccc(C(=O)N2CCOCC2)c1
63: COc1cc(/C=C/CO)cc(OC)c1OC/C=C(\C)CCC=C(C)C
64: N#CCCN(Cc1ccccc1)C(=S)NC(=O)c1ccccc1
65: O=C(CN1c2cccc3cccc(c23)S1(=O)=O)NC1CCCCC1
66: O=C(O)CCCC(=O)NNC(=O)c1cccc(Br)c1
67: Cc1cccnc1Nc1nc(-c2ccccc2)cs1
68: O=C(Nc1ccccc1F)C1CCCN1S(=O)(=O)c1cccc2nsnc12 (stereo not drawn)
Screen / compound no. | 61 | 62 | 63 | 64 | 65 | 66 | 67 | 68
PrPC surface inh | -5 | 9 | 15 | -9 | 3 | 2 | 9 | -27
Mtb BioA inh | 0.8 | / | -0.6 | 1.9 | -1.3 | 0.6 | -0.2 | -0.9
Mtb FBA inh | 1 | 0 | 5 | -3 | 9 | -2 | -2 | -5
BoNT F protease | ? | 5 | 0 | 2 | -6 | 1 | -18 | 1
UGM FP inh | 0.1 | -4.6 | 5.1 | 2.4 | 1.8 | -0.4 | 1.5 | 2.2
CCHF vOTU inh | -15 | -1 | 14 | 7 | -4 | -8 | -12 | -10
FadD28 FP inh | -4.7 | -0.1 | -1.5 | -1.1 | -2.8 | -3.8 | -3.0 | -3.8
BoNT A protease | 2.0 | -0.6 | -0.6 | ? | 0.2 | -0.3 | 1.6 | 1.9
GDH-TPI inh | 2 | 1 | 6 | 8 | -3 | -5 | 2 | 7

# Full records, looked up by structure. Order of values: PrPC surface inh, Mtb BioA inh, Mtb FBA inh, BoNT F protease, UGM FP inh, CCHF vOTU inh, FadD28 FP inh, BoNT A protease, GDH-TPI inh
# O=C(Nc1ccccc1F)C1CCCN1S(=O)(=O)c1cccc2nsnc12 (stereo not drawn) as listed: -27, -0.9, -5, 1, 2.2, -10, -3.8, 1.9, 7
# O=C(O)CCCC(=O)NNC(=O)c1cccc(Br)c1 as listed: 2, 0.6, -2, 1, -0.4, -8, -3.8, -0.3, -5
# N#CCCN(Cc1ccccc1)C(=S)NC(=O)c1ccccc1 as listed: -9, 1.9, -3, 2, 2.4, 7, -1.1, ?, 8
# COc1cc(/C=C/CO)cc(OC)c1OC/C=C(\C)CCC=C(C)C as listed: 15, -0.6, 5, 0, 5.1, 14, -1.5, -0.6, 6
# COc1cccc(C(=O)N2CCOCC2)c1 as listed: 9, /, 0, 5, -4.6, -1, -0.1, -0.6, 1

# Source: PubChem (several laboratories)
